Assay outcomes: PubChem, Broad Institute
RAD54 inh – RAD54 (human) branch migration inhibition. Q92698. RAD54 Holliday junction branch migration, FAM/BHQ fluorescence. inhibition, % at 10.4 µM. 360,000 compounds, 0.14% hits. AID 602329;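 active means mean normalized replicate activity at least 40 and at least half of replicates scoring 40 or more; inconclusive means only one of the two criteria met; inactive means mean below 40 and under half of replicates reaching 40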;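 further: 0% = median of neutral control wells and 100% = median of positive control wells; inhibitors cause a drop in the FAM fluorescence signal; in these data hits start at about 50%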
S100A4 MyoIIA – S100A4-myosin IIA interaction inhibition. P26447. S100A4/TAMRA-MyoIIA peptide fluorescence polarization. inhibition, % at 10.7 µM. 360,000 compounds, 0.14% hits;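 active means mean inhibition of at least 70% across replicates, with every replicate also reaching that level; inconclusive means mean inhibition reaches 70% but some replicates fall short; inactive means mean inhibition below 70%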
Target sequence (P26447 whole entry, looked up): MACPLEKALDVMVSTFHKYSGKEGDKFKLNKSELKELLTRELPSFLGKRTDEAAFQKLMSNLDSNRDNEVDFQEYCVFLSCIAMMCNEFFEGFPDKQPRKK
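assay system = human S100A4 monomer with TAMRA-labelled myosin IIA peptide | also added = labelled myosin peptide probe, 5 nM | incubation = 5 min between mix addition and reading | control set = DMSO and TFP controls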
ERAP1 HTS inh – inhibitors of human ERAP1 aminopeptidase. AID 652197. inhibition, % at 10.7 µM. 340,000 compounds, 0.15% hits. Q9NZ08. recombinant ERAP1, Leu-AMC fluorescence, 60 min;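 active means mean replicate inhibition of at least 30%, or all replicates individually reaching that 30% level; inactive means mean below 30% and not every replicate reaching it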;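 further: 0% = neutral control wells and 100% = L-leucinethiol positive control wells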
E-sel inducer – E-selectin induction on HUVECs; HUVEC E-selectin immunofluorescence imaging; normalized: neutral wells 0, TNF-alpha wells 100; activation, % at 7.58 µM; 260,000 compounds, 0.37% hits; P16581;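 active means mean E-selectin-positive cell signal at least 10% of the positive control, reached in at least 60% of replicates, without over 20% cell loss; inconclusive means no rule given, readout overlaps actives, possibly toxicity-flagged; inactive means the rest, including those meeting only one limit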;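 further: in these data hits start at about 27%; measured in HUVEC primary endothelial cells; signal is the percent of cells scored E-selectin positive by PE staining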
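Test system – human umbilical vein endothelial cells (HUVEC), E-selectin induction · Input – 3,000 HUVEC seeded per well · Buffer or medium – EGM-2, gelatin · Compound dosing – single-point compound dose · Detection – immunofluorescence imaging · Measure – percent E-selectin-positive cells · Controls – TNF-alpha high, DMSO low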
ERp5 block – ERp5 (human) disulfide isomerase inhibition. 350,000 compounds, 0.05% hits. ERp5 insulin aggregation, absorbance 650 nm, 90 min. inhibition, % at 9.99 µM. Q15084;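 active means mean replicate inhibition above about 25%, with every replicate also reaching it, limit read from the data, passing the limit was not always enough; inconclusive means only one of those two criteria met; inactive means neither criterion met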
Target sequence (Q15084 whole entry, looked up): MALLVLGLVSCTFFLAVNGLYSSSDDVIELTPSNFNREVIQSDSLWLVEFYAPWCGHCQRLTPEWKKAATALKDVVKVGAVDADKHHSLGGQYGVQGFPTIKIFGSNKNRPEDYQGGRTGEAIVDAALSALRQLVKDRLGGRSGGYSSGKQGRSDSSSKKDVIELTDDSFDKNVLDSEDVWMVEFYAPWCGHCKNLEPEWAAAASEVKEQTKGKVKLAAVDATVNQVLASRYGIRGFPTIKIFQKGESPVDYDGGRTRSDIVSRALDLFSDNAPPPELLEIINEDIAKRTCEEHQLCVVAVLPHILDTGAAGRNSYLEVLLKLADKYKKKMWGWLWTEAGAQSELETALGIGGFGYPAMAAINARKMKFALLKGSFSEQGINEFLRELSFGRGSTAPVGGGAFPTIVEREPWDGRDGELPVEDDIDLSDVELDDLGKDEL
Xi reactivation – activators of X-chromosome reactivation in mouse fibroblasts. activation, % at 7.58 µM. 360,000 compounds, 0.055% hits. XiGFP mouse fibroblasts, % GFP-positive cells imaging, 3 d; cells co-treated with 5-aza-dC sensitizer; scaled so ellipticine positive control = 100%;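 active means mean normalized replicate activation at least 10% and every replicate at or above 10%; inconclusive means only one of the two criteria met; inactive means mean below 10% and not all replicates reach 10%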;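 further: 0% = median of on-plate neutral control wells and 100% = ellipticine 6 µM median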
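assay system = SV40-immortalized XiGFP fibroblast cells, line 68-5-11 | buffer or medium = DMEM plus 5-aza-dC sensitizer | doses = single-point pinned compound dosing | times = 3-day compound exposure, then 15 min fixation at room temperature | benchmarks = positive control ellipticine, 6 µM final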
RAD52 inh – RAD52 (human) annealing inhibition; P43351; recombinant RAD52 DNA annealing, FRET fluorescence; inhibition, % at 18.7 µM; 360,000 compounds, 0.46% hits;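 active means every replicate showing at least 50% inhibition; inconclusive means mean inhibition at least 50% but not in every replicate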
Target sequence (P43351 whole entry, looked up): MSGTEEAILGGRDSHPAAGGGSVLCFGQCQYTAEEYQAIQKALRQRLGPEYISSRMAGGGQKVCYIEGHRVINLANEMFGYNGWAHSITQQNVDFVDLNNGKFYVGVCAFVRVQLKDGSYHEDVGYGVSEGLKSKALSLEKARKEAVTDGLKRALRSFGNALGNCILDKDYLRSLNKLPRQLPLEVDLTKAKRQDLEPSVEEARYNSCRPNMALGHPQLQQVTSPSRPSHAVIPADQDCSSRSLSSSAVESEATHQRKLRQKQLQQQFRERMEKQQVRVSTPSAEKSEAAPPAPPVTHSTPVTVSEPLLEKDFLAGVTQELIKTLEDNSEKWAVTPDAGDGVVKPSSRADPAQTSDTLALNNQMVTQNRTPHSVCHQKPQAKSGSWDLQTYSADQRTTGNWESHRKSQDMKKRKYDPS
esBAF inh – blocks esBAF chromatin remodeling in mouse ES cells; Bmi1-luciferase knock-in reporter, 24 h; 100% = twice the neutral-well signal; 350,000 compounds, 2% hits; reporter increase, % at 12.5 µM; in the data active means activation above about 40%; inconclusive means no clear call, values can overlap the other calls;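 further: 0% = median of the plate's neutral control wells and 100% = double that signal; a rise in the Bmi1 reporter signal indicates esBAF inhibition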
Active calls of the source: *; ? = inconclusive; . = no result given.

Each structure is followed by: RAD54 inh, S100A4 MyoIIA, ERAP1 HTS inh, E-sel inducer, ERp5 block, Xi reactivation, RAD52 inh, esBAF inh
CCOc1ccccc1NC(=O)/C(C#N)=C/c1c(C)nn(-c2ccc(F)cc2)c1Cl
    ., 2.5, -2.8, ., 2.2, 0.3, -4.7, .
CCC(C)[C@H](NC(=O)NCc1ccco1)C(=O)O (some centres not stated)
    1.2, 2.3, -0.8, ., -2.0, ., -18.6, -2.4
C[C@H]1CN([C@@H](C)CO)C(=O)c2cc(NC(=O)CCC(F)(F)F)ccc2O[C@H]1CN(C)Cc1ccc(-c2ccccc2)cc1
    9.7, -0.2, -0.1, 0.3, -8.0, 0.6, -15.7, -4.1
CN(CC(=O)NCCc1ccc(S(N)(=O)=O)cc1)CC(=O)Nc1ccc(Cl)c(C(F)(F)F)c1
    1.7, -4.6, 4.5, -0.4, 6.2, 0.1, -6.8, -1.8
O=C(CCC(=O)N1CCOc2ccccc21)Nc1ccccc1Br
    2.3, 1.1, 0.5, ., 2.7, -0.1, -6.6, 0.6
O=C(O)C[C@H]1C=C[C@@H](NC(=O)Nc2ccccc2)[C@H](CO)O1
    2.4, 15.8, 3.0, 0.4, -4.1, 0.4, 3.6, -1.9
CCOc1cc(C2Nc3ccccc3NC3=C2C(=O)CC(C)(C)C3)ccc1O (configuration not stated)
    -2.2, -0.2, 1.9, -0.2, 0.3, 0.1, -19.1, 2.6
O=C(c1cccs1)N1CCN(C(=O)c2cccs2)C1=S
    ., -3.1, -0.3, -0.3, 1.7, 0.2, -3.1, 13.9
COc1ccc(OC)c(NC(=O)CSc2nc3ccccc3c(=O)n2CC2CCCO2)c1 (configuration not stated)
    ., -0.8, -0.4, 0.5, 1.4, 0.1, -10.9, .
COc1cc2c(cc1NC(=O)Cc1ccc(C)cc1)oc1ccccc12
    ., -1.1, 1.6, ., 5.0, 0.3, -11.7, .
CCCC#Cc1ccc([C@@H]2[C@@H](CO)N3C(=O)CN(C(=O)c4cccnc4)C[C@@H]23)cc1
    ., 5.0, 3.2, 0.2, 3.1, 0.0, -7.8, .
Cc1ccc(C(=O)N(CC(=O)NC2CCCCC2)c2ccccc2F)s1
    -8.1, 1.2, -0.4, -0.1, 10.8, 0.0, -8.1, -4.9
COc1cc2c(cc1NC(=O)CCC(=O)O)oc1ccccc12
    2.1, -4.2, 1.0, ., -3.0, 0.0, -4.2, -1.9
O=C(Nc1ccc(NC(=O)c2ccc(Cl)cc2Cl)cc1)c1cccs1
    0.9, -0.4, 3.6, ., ?, 0.0, 10.0, 4.4
CCCCN(CCCC)CCNC(=O)CN1C(=O)COc2ccc(S(=O)(=O)N3CCC(C)CC3)cc21
    -5.4, 3.4, -3.8, ., ., 0.2, 2.4, -2.4
O=C(c1ccc(S(=O)(=O)N2CCCCCC2)cc1)N(c1ccccn1)C1CCCCC1
    -4.8, 2.3, -5.1, -0.7, -0.2, 0.1, -6.4, 5.8
NCC[C@H]1CC[C@@H](NS(=O)(=O)Cc2ccccc2)[C@@H](CO)O1
    -6.1, 3.3, 0.1, 0.2, -2.5, 0.1, -10.4, -2.1
O=C(CC1C(=O)NCCN1C/C=C/c1ccccc1)NCCc1ccncc1 (configuration not stated)
    0.3, 6.1, -2.3, 1.2, 3.9, 0.2, -10.4, 0.2
CC(=O)N1CCN(c2nc3ccc([N+](=O)[O-])cc3s2)CC1
    -8.8, -2.6, 2.4, ., -1.9, 0.0, -41.6, 26.3
C[C@H](CO)N1C[C@H](C)[C@@H](CN(C)Cc2ccc(Cl)c(Cl)c2)Oc2ccc(NC(=O)Cc3ccccc3)cc2CC1=O
    2.3, 8.0, -1.2, -0.6, 0.9, -0.1, -9.9, 0.2
CCN(CC)C(=O)C1=C(C)N(Cc2ccc(C(C)(C)C)cc2)C(=O)C(CC(=O)NCCCCc2ccccc2)C1 (configuration not stated)
    -14.8, -2.9, 1.0, 0.0, -0.5, 0.1, -0.4, 1.0
C[C@H]1CN([C@@H](C)CO)C(=O)c2cc(-c3cccc(C#N)c3)cnc2O[C@H]1CN(C)C(=O)c1cnccn1
    -2.2, 0.2, ., -0.4, -2.4, 1.0, 9.6, -6.9
NC1=NC(=O)/C(=C/c2cccc(-c3ccc(S(N)(=O)=O)cc3)c2)S1
    0.4, -15.2, -2.1, -0.2, 7.0, 0.0, -6.2, 8.5
O=C(O)CC1c2ccccc2CCN1S(=O)(=O)c1cccs1 (configuration not stated)
    -2.5, 2.5, 2.0, 0.2, 3.5, 0.3, -8.0, 4.4
CC12COC3(C(=O)Nc4ccc([N+](=O)[O-])cc4)CC1CCC32C (configuration not stated)
    2.6, 0.3, -0.3, ., 6.7, 0.1, -6.4, .
Cc1noc(C)c1S(=O)(=O)N(C)C[C@@H]1OCCCC[C@H](C)Oc2ccc(NS(C)(=O)=O)cc2C(=O)N([C@H](C)CO)C[C@H]1C
    ., -6.0, 2.5, 0.4, 6.5, -0.1, 12.6, .
C=C1C(C(=O)Nc2ccc(OCC)cc2)C1C(=O)Nc1ccc(OCC)cc1 (configuration not stated)
    -1.3, 5.1, -0.8, 2.5, 2.8, 0.3, -10.3, 6.2
CC(=O)Nc1cccc(-c2ccnc3c2CC(C(=O)NCc2cccnc2)O3)c1 (configuration not stated)
    -1.0, -1.0, 4.0, 0.0, -1.9, 0.1, -13.5, -3.8
Cc1ccc(S(=O)(=O)N[C@H](C(=O)NCCN=[N+]=[N-])C(C)C)cc1
    ., 6.0, 0.0, ., -2.0, ., 4.6, .
C[C@@H]1CN([C@H](C)CO)C(=O)c2cc(-c3cncnc3)cnc2O[C@@H]1CN(C)C(=O)c1cccc(F)c1
    8.9, -21.8, 1.4, -0.2, -10.7, 0.0, 8.0, 9.3

An excerpt of these results, as a markdown table.
| smiles | RAD54 inh | S100A4 MyoIIA | ERAP1 HTS inh | E-sel inducer | ERp5 block | Xi reactivation | RAD52 inh | esBAF inh |
| --- | --- | --- | --- | --- | --- | --- | --- | --- |
| CCOc1ccccc1NC(=O)/C(C#N)=C/c1c(C)nn(-c2ccc(F)cc2)c1Cl | . | 2.5 | -2.8 | . | 2.2 | 0.3 | -4.7 | . |
| CCC(C)[C@H](NC(=O)NCc1ccco1)C(=O)O (some centres not stated) | 1.2 | 2.3 | -0.8 | . | -2.0 | . | -18.6 | -2.4 |
| C[C@H]1CN([C@@H](C)CO)C(=O)c2cc(NC(=O)CCC(F)(F)F)ccc2O[C@H]1CN(C)Cc1ccc(-c2ccccc2)cc1 | 9.7 | -0.2 | -0.1 | 0.3 | -8.0 | 0.6 | -15.7 | -4.1 |
| CN(CC(=O)NCCc1ccc(S(N)(=O)=O)cc1)CC(=O)Nc1ccc(Cl)c(C(F)(F)F)c1 | 1.7 | -4.6 | 4.5 | -0.4 | 6.2 | 0.1 | -6.8 | -1.8 |
| O=C(CCC(=O)N1CCOc2ccccc21)Nc1ccccc1Br | 2.3 | 1.1 | 0.5 | . | 2.7 | -0.1 | -6.6 | 0.6 |
| O=C(O)C[C@H]1C=C[C@@H](NC(=O)Nc2ccccc2)[C@H](CO)O1 | 2.4 | 15.8 | 3.0 | 0.4 | -4.1 | 0.4 | 3.6 | -1.9 |
| CCOc1cc(C2Nc3ccccc3NC3=C2C(=O)CC(C)(C)C3)ccc1O (configuration not stated) | -2.2 | -0.2 | 1.9 | -0.2 | 0.3 | 0.1 | -19.1 | 2.6 |
| O=C(c1cccs1)N1CCN(C(=O)c2cccs2)C1=S | . | -3.1 | -0.3 | -0.3 | 1.7 | 0.2 | -3.1 | 13.9 |

(further entries)
Each structure is followed by: RAD54 inh, S100A4 MyoIIA, ERAP1 HTS inh, E-sel inducer, ERp5 block, Xi reactivation, RAD52 inh, esBAF inh
COc1ccc(S(=O)(=O)N[C@@H]2CC[C@H](CCNC(=O)Cc3ccccn3)O[C@@H]2CO)cc1
    1.4, -13.1, -0.9, 0.2, 2.3, 0.3, -21.7, -3.6
COc1cc(C(=O)OCC(=O)NC2CC2)ccc1OCCC(C)C
    -0.8, 0.4, -1.5, 1.6, -2.6, 0.3, 0.7, 14.7
O=C(COC(=O)C1CC1)Nc1ccc2c(c1)OCO2
    ., -2.6, -0.4, ., -1.3, 0.0, 0.6, .
O=C(NNC(=O)c1ccccc1F)c1ccc(-c2ccccc2Cl)o1
    10.6, 6.2, 6.1, 0.0, 1.8, 0.0, -8.1, 9.8
CCOC(=O)C1(Cc2cccc(Cl)c2)CCCN(C(=O)c2cccc(C)n2)C1 (configuration not stated)
    ., 1.8, -0.5, 3.7, 3.1, -0.1, 0.0, .
CCCN1C[C@H](C)[C@H](OC)CN(C)C(=O)c2cc(NC(=O)c3ccno3)ccc2OC[C@H]1C
    6.6, 0.1, -2.0, 0.0, -6.4, 0.1, -8.9, 1.8
O=c1cn[nH]c2ccc(Br)cc12
    ., 50.3, -7.2, 0.0, 0.7, 0.4, -3.9, .
CN(C)CC#Cc1ccc([C@H]2[C@@H](CO)N3C(=O)CN(C(=O)Cc4ccccc4)C[C@H]23)cc1
    ., 13.5, ., 0.4, 5.5, -0.1, -9.7, .
CCN(CC)S(=O)(=O)c1ccc(Cl)c(NC(=O)COC(=O)c2c(C)noc2C)c1
    ., 1.8, -5.4, -0.9, -2.5, ?, -19.5, .
C[C@@H]1CN([C@H](C)CO)C(=O)Cc2cc(NC(=O)Cc3cn(C)c4ccccc34)ccc2O[C@H]1CN(C)S(=O)(=O)c1cn(C)cn1
    -3.2, 1.8, 1.0, 0.2, -2.4, -0.8, -1.9, -1.7
COc1ccc(CNC(=O)C[C@H]2CC[C@H](NC(=O)Nc3ccc4c(c3)OCO4)[C@@H](CO)O2)cc1
    -9.2, -1.0, 0.9, 0.2, -2.5, -0.4, 16.7, -4.1
COC(=O)c1ccccc1NC(=O)CSc1nnc(-c2cccnc2)o1
    -3.6, 1.2, -5.7, 1.7, -3.8, 0.0, -5.8, 10.5
CN(C)CCCN(C(=O)c1ccc(C(=O)c2ccccc2)cc1)c1nc2cc3c(cc2s1)OCCO3
    31.0, -6.3, 2.3, ., -3.3, 0.2, 73.0*, -0.5
COC(=O)c1ccc(NS(=O)(=O)c2cc3c4c(c2)CCN4C(=O)CC3)cc1
    17.3, 1.5, 2.1, -0.3, -2.0, -0.1, -5.4, 0.0
COC(=O)C[C@H]1C=C[C@@H](NS(=O)(=O)c2ccccc2)[C@@H](CO)O1
    ., 3.5, -1.4, -0.2, 1.7, 0.1, -18.3, .
O=C(Nc1cccnc1Cl)c1cc(-c2ccc(O)cc2)on1
    -0.6, 0.3, 2.0, ., 2.5, 0.5, -1.3, 4.0
COC(=O)[C@]1(Cc2ccccc2)N[C@H](CN(C)C(=O)Nc2ccc(OC)cc2)[C@@H]2C(=O)N(C)C(=O)[C@@H]21
    -16.0, 14.4, -7.7, 1.0, 1.1, -0.1, -2.4, 6.2
Cc1ccc(NC(=O)c2ccc(Cl)c(S(=O)(=O)NCc3ccco3)c2)c(O)c1
    -1.7, -2.7, -0.1, 0.2, 1.6, 0.7, -1.4, 11.2
CCN(CC(=O)Nc1ccccc1C(F)(F)F)C(=O)CN1C(=O)NC2(CCCCC2)C1=O
    -5.7, -4.2, -0.5, 0.3, -2.8, 0.0, 4.5, 3.7

Rows were taken by chance; overall some 2.5% were active at least once.
